# ERK EGF inh: qHTS Assay for Inhibitors of the ERK Signaling Pathway using a Homogeneous Screening Assay; Stimulation with EGF; HEK293-V1b, EGF-stimulated phospho-ERK AlphaScreen; Potency, µM (series often up to 11.5 µM), for the others: at the highest dose activity change, negative = inhibition, most hits filed as inhibitors; actives 0.41% (n = 130,000); active means well fitted inhibition curve with a large enough effect; inconclusive means small, poorly fitted or top-dose-only effect, or effect the other way;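 further: plate controls were stimulated vehicle wells for no effect and unstimulated vehicle basal for full effect; nearly all actives have a fitted effect of over 55% in size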
#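 Stably V1b-transfected HEK293 cells; 30 min compound, then EGF 25 nM final for 5 min at 37C; 10 min lysis; phospho-ERK by AlphaScreen after 5 hr beads at room temperature.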
# The depositor's hits bear a star; ? = inconclusive; [ ] = another dose, or the depositor's remark. Potency means the concentration at half of the fitted maximal effect. The list is partial; the hit share may differ from the screen's.
structure | ERK EGF inh
Cc1nn(C(C)C)c(C)c1[C@@H]1C[C@H]2CN(Cc3cccc(Cl)c3)C(=O)[C@]23CCCN13 | -8%[57.5 µM]
O=C(O)/C=C/C(=O)Nc1ccc2c(c1)NC(=O)CO2 | -4%
Cc1ccc(NC(=O)CCC(=O)c2cccs2)c(O)c1 | -10%[57.5 µM]
Cc1cc(/C=C(\C#N)C(N)=O)c(C)n1-c1ccc(N2CCOCC2)c([N+](=O)[O-])c1 | 11%
Cc1ccc(-c2cn(-c3ccccc3)c3[n+]2CCCS3)cc1 | 5%
CCOC(=O)C1CCN(c2ncnc3c2cnn3-c2ccc(OC)cc2)CC1 | 10%[57.5 µM]
Cn1nnnc1SCC(=O)Nc1cc(C(F)(F)F)ccc1N1CCOCC1 | -2%
NCCCC[C@@H]1NC(=O)[C@H](CCC(=O)O)NC(=O)c2cc([N+](=O)[O-])cc(I)c2OCC[C@@H](C(N)=O)NC1=O | 0%
CCCCOc1ccc(C(=O)N/C(=C/C=C/c2ccccc2)C(=O)NCCCO)cc1 | -2%
O=C(COC(=O)CCc1ccccc1)Nc1cc(S(=O)(=O)N2CCOCC2)ccc1N1CCCC1 | -1%
CCCCSC1=N/C(=C/c2ccsc2)C(=O)N1c1ccccc1 | ?
Cc1cc(C)n(/C(=C/N(C)C)C(=O)c2ccccc2)n1 | 3%
Fc1ccccc1-c1nc(NCCCN2CCOCC2)c2ccccc2n1 | 17%
COc1ccc2c(c1)C1=NN(/C(C)=C/C(C)=O)C(c3cccc(F)c3)C1CC2 (stereo not given) | 6%
COC(=O)[C@@H]1C[C@@]2(O)[C@@H](O)[C@@H](O)[C@@H](O)C[C@H]2N1CC1CC1 | -3%
OCCN1CCN(CCCc2c3c(cc4c2CCC4)CCC3)CC1 | 15%
Cn1c(Cn2c(=O)sc3ccccc32)nnc1SCC(=O)Nc1ccc(F)cc1 | 16%
Cc1nc(NS(=O)(=O)c2ccccc2)sc1C(=O)N/N=C/c1ccccc1 | 9%[57.5 µM]
CCn1c(=O)c(C(=O)NNS(=O)(=O)c2ccc(C)cc2)c(O)c2ccccc21 | 2%
COc1ccc(NC(=O)CNc2cc(S(=O)(=O)N3CCOCC3)ccc2NCC2CCCO2)cc1 (stereo not given) | -1%
CCOC(=O)Cc1csc(NC(=O)COc2cccc(C)c2)n1 | 6%
CCN(CC)CCn1c(=O)n(-c2ccc(Cl)cc2)c(=O)c2c3c(sc21)CN(C)CC3 | 27%[57.5 µM]
CCc1ccc(OCCn2cccn2)cc1 | 3%
O=C(OCc1ccc(F)cc1)c1ccc2ccccc2n1 | -5%
CCN(C(=O)COc1cccc2cccnc12)C1CCS(=O)(=O)C1 (stereo not given) | 4%
CCC/C(=N/NC(=O)c1ccccc1Cl)c1ccccc1 | -4%
O=C(/C=C/c1ccco1)N1CCN(S(=O)(=O)c2ccc(F)c(F)c2F)CC1 | -5%
Cc1ccnc(NS(=O)(=O)c2ccc(NC(=O)/C=C/c3ccccc3)cc2)n1 | 0%[57.5 µM]
COc1cc2ncnc(NCc3cccc(Cl)c3)c2cc1OC | 0.45µM*
Cc1sc(NC(=O)CCC(=O)O)c(C(N)=O)c1-c1ccccc1 | 2%
Cc1c(CN2CCCC(C(=O)c3cccc(OC(C)C)c3)C2)c(=O)n(-c2ccccc2)n1C (stereo not given) | -4%
Cc1cccc(-n2c(-c3ccncc3)n[nH]c2=S)c1 | 4%
Cc1ccc(C)n1-c1nn(S(=O)(=O)c2ccccc2)c2cccc(F)c12 | -4%[57.5 µM]
COc1ccc(N2CC(O)=C(c3nc(-c4ccccc4)cs3)C2=N)cc1 | 4%[57.5 µM]
COc1ccc(C(=O)NCc2cccnc2)cc1C(=O)NCc1cccnc1 | 4%
COc1ccccc1N(C)S(=O)(=O)c1ccc(C(=O)OCC(=O)Nc2cc(C)on2)cc1 | 3%
CC(C)N1CCC(N2CCN(Cc3ccc(C#CC(C)(C)O)s3)CC2CCO)CC1 (stereo not given) | -5%
COCCNC(=O)Cn1c(=O)n(CCC(=O)NCCc2ccccc2)c(=O)c2ccccc21 | 11%
Cc1ccc(Oc2ncccc2CO)cc1 | -8%
Cc1ccc2c3c(cccc13)-c1ccccc1C2=O | 1%

# Single values from the list:
# COc1ccccc1N(C)S(=O)(=O)c1ccc(C(=O)OCC(=O)Nc2cc(C)on2)cc1 in ERK EGF inh = 3%
# COc1ccc(C(=O)NCc2cccnc2)cc1C(=O)NCc1cccnc1 in ERK EGF inh = 4%
# COc1cc2ncnc(NCc3cccc(Cl)c3)c2cc1OC in ERK EGF inh = 0.45µM*
# COc1ccc(N2CC(O)=C(c3nc(-c4ccccc4)cs3)C2=N)cc1 in ERK EGF inh = 4%[57.5 µM]
# COCCNC(=O)Cn1c(=O)n(CCC(=O)NCCc2ccccc2)c(=O)c2ccccc21 in ERK EGF inh = 11%
# Cc1sc(NC(=O)CCC(=O)O)c(C(N)=O)c1-c1ccccc1 in ERK EGF inh = 2%

# Next section
structure | ERK EGF inh
COc1ccccc1CNC(=O)CSc1ccc(-c2ccccn2)nn1 | 1%
COc1ccc(C(CC(=O)O)NC(=O)Cc2ccccc2)cc1OC (stereo not given) | 8%
CC1CN(C2CCN(S(=O)(=O)c3ccccc3)CC2)CC(C)O1 (stereo not given) | 6%
CCOC(=O)c1c(CN(C)C)n(-c2ccccc2)c2cc(Br)c(O)cc12 | 8%
CC1CCCCC1NC(=O)CSCC(=O)O (stereo not given) | 1%
c1ccc2c(c1)COC(CNC1CCCCC1)OC2 | -1%
CCN(CC)S(=O)(=O)c1ccc2c(c1)N(CC(=O)NCCc1ccc(S(N)(=O)=O)cc1)C(=O)CO2 | -11%[57.5 µM]
CCC12CN3CCN(CC(C3)/C1=N\NC(=O)Nc1ccccc1)C2 | -11%
Cc1cc(C)cc(NC(=O)C2CCCN2/C=C/C(=O)C(F)(F)F)c1 (stereo not given) | 2%
Cc1ccc(S(=O)(=O)N2CCCC(C(=O)Nc3ccc(C(=O)O)cc3)C2)cc1Cl (stereo not given) | -4%
N/C(Cc1ccc(Cl)c(Cl)c1)=N\OC(=O)c1ccc(Br)o1 | -8%[57.5 µM]
CCc1cccc(OCCn2nc(C(=O)O)c3ccccc3c2=O)c1 | -9%
CCc1cccc(CC)c1NC(=O)COC(=O)c1ccc2c(c1)S(=O)(=O)c1ccccc1C2=O | -2%
Cc1ccc(C)c(NC(=O)c2sc(Cl)nc2C)c1 | -4%
CCOC(=O)c1c(C)[nH]c(C(=O)COC(=O)CNC(=O)c2ccccc2Cl)c1C | ?
O=C(Nc1ccc(Cl)cn1)Nc1ccccc1F | 3%
Cc1ccc(C(=O)CSc2nnc(-c3ccccc3N)n2C)cc1C | 4%
COc1ccc(C(=O)C(Sc2nnc(C)c(=O)[nH]2)c2ccc(OC)cc2)cc1 (stereo not given) | 4%[57.5 µM]
O=C1CCC(C(=O)NCc2ccc3c(c2)OCO3)N1 (stereo not given) | -1%
CCOC(=O)c1cc(-c2ccc(OC)cc2OC)nn1-c1ccc(C(=O)O)cc1 | -7%
C=CCNC(=O)/C(C#N)=C/c1ccc(C(=O)O)cc1 | -2%
CCc1ccccc1N1CN(Cc2cccnc2)CNC1=S | 12%[57.5 µM]
C#CCNC(=O)C1=C[C@@H](c2csc3ccccc23)C[C@@H](OCc2ccc(CO)cc2)O1 | -6%[57.5 µM]
COCCCNC(=S)N/N=C/c1ccc(O)cc1 | -8%[57.5 µM]
CCCN(CCC)S(=O)(=O)c1nc2nc(C)cc(C)n2n1 | -6%[57.5 µM]
O=C(Nc1nc(=O)c2ccccc2s1)c1ccc(F)cc1 | -2%
OC1=C(O)c2nc3cc(F)ccc3nc21 | 6%[57.5 µM]
O=C(/C=C/c1ccc2c(c1)OCO2)Nc1cc(S(=O)(=O)N2CCOCC2)ccc1N1CCOCC1 | 0%
COc1ccccc1N(CC(=O)NCC1CCCO1)C(=O)CCC(=O)Nc1nccs1 (stereo not given) | 1%
O=C(c1cc2cc(C(F)(F)F)ccc2s1)N1CCOCC1 | 4%
Cn1c(=O)c2c(nc(NCC3CCCO3)n2Cc2ccccc2)n(C)c1=O (stereo not given) | 2%
Cc1cccc(Nc2nc(N)nc(-c3oc4ccccc4c3C)n2)c1 | -4%[57.5 µM]
COc1ccc(C2C(C(=O)O)c3ccccc3C(=O)N2Cc2ccco2)cc1 (stereo not given) | 7%[57.5 µM]
CC(C)c1ccc(NC(=O)C2=NNC(=O)CC2)cc1 | 8%[57.5 µM]
CCCCn1c(=O)[nH]c(=O)c2c1nc(-c1ccc(C)c([N+](=O)[O-])c1)n2CC | -3%
NC(N)=NC(N)=Nc1ccc(SC(F)(F)F)cc1 | -5%
Cc1ccc(N2CC(C(=O)Nc3c(C)n(C)n(-c4ccccc4)c3=O)CC2=O)cc1 (stereo not given) | -5%
Nc1c(-c2ccccc2)c(CSc2nc3ccccc3[nH]2)nn1-c1cccc(C(=O)O)c1 | 4%
COc1cc(NC(=S)NCc2ccco2)cc(OC)c1OC | 4%
CN(Cc1nc(Cc2cccc(C(F)(F)F)c2)no1)C1CC(C)(C)NC(C)(C)C1 | -3%

# Rewritten with the structure last: part of the list above.
ERK EGF inh | molecule
-6%[57.5 µM] | C#CCNC(=O)C1=C[C@@H](c2csc3ccccc23)C[C@@H](OCc2ccc(CO)cc2)O1
-8%[57.5 µM] | COCCCNC(=S)N/N=C/c1ccc(O)cc1

# In the list so far, these contain an NH in an aromatic ring.
structure | ERK EGF inh
Cc1cccc(-n2c(-c3ccncc3)n[nH]c2=S)c1 | 4%
CCOC(=O)c1c(C)[nH]c(C(=O)COC(=O)CNC(=O)c2ccccc2Cl)c1C | ?
COc1ccc(C(=O)C(Sc2nnc(C)c(=O)[nH]2)c2ccc(OC)cc2)cc1 (stereo not given) | 4%[57.5 µM]
CCCCn1c(=O)[nH]c(=O)c2c1nc(-c1ccc(C)c([N+](=O)[O-])c1)n2CC | -3%
Nc1c(-c2ccccc2)c(CSc2nc3ccccc3[nH]2)nn1-c1cccc(C(=O)O)c1 | 4%

# Back to the main list, starting three compounds before the break.
compound	ERK EGF inh
Nc1c(-c2ccccc2)c(CSc2nc3ccccc3[nH]2)nn1-c1cccc(C(=O)O)c1	4%
COc1cc(NC(=S)NCc2ccco2)cc(OC)c1OC	4%
CN(Cc1nc(Cc2cccc(C(F)(F)F)c2)no1)C1CC(C)(C)NC(C)(C)C1	-3%
c1ccc2oc(-c3ccc4nc[nH]c4c3)nc2c1	5%
O=C(NOC(=O)c1ccccc1F)c1ccc(OC(F)F)cc1	-8%
COc1ccc(C2=NN(C(=O)c3cccnc3)C(c3ccccc3)C2)cc1 (stereo not given)	-7%
NS(=O)(=O)c1ccc(NC(=O)CN2C(=O)C3C4C=CC(C4)C3C2=O)cc1 (stereo not given)	-14%
CC(Nc1cc(N2CCOCC2)ccc1[N+](=O)[O-])c1ccccc1 (stereo not given)	-11%
COc1cc(/C=N/NC(=O)c2nc(-c3ccccc3)n(-c3ccccc3)n2)ccc1O	1%
CC1(c2nnc(-c3ccc(F)cc3)o2)CC(c2ccccc2)=NO1 (stereo not given)	12%[57.5 µM]
CC1(OC(=O)CCc2ccccc2)C(=O)C=C2C=C(c3ccc(C#N)cc3)N(C3CCCC3)C=C2C1=O (stereo not given)	-6%[57.5 µM]
Cc1cc(-c2n[nH]c(=S)n2/N=C/c2c[nH]c3ccccc23)n[nH]1	-12%[57.5 µM]
CCOc1cc(C=O)ccc1OCC(=O)NC(C)(C)C	-4%
CS(=O)(=O)Nc1cccc(-c2nccc(NCc3ccccc3)n2)c1	29%
CSc1nc(C)c2c(n1)N(c1ccc(O)cc1)CC2	2%
O=C(COC(=O)Cc1c(F)cccc1Cl)NCCC1=CCCCC1	-2%
O=C(COC(=O)c1nn(-c2ccccc2)c(=O)c2ccccc12)NC1CCS(=O)(=O)C1 (stereo not given)	30%
CCN1CCN(C(c2cccs2)C(C)NC(=S)Nc2cc(C)ccc2C)CC1 (stereo not given)	11%[57.5 µM]
COc1ccc(CCC(=O)Nc2ccc(C)c(S(=O)(=O)N(C)C)c2)cc1OC	3%
COc1ccc(OCC(=O)Nc2cc3oc4ccccc4c3cc2OC)cc1	-8%
NC(=O)C1=C[C@@H](c2coc3ccccc3c2=O)C[C@@H](OCc2ccc(CO)cc2)O1	-13%[57.5 µM]
O=C(CCN1C(=O)S/C(=C\c2cccs2)C1=O)Nc1nccs1	2%
O=C(Nc1ccc(F)cc1F)c1c(C(F)(F)F)ccnc1Oc1cccc(C(F)(F)F)c1	5%[57.5 µM]
COc1cccc(C(=O)C2CCCN(C/C=C/c3ccccc3OC)C2)c1 (stereo not given)	-3%
COc1ccc(-c2csc(Nc3ccc(S(=O)(=O)Nc4cc(OC)nc(OC)n4)cc3)n2)cc1	?
CC1CCN(S(=O)(=O)N2CCC(C(=O)O)CC2)CC1	-5%
CCOc1ccc(C(CC(=O)O)NC(=O)c2sc3ccccc3c2Cl)cc1 (stereo not given)	8%
CC(C(=O)Nc1ccccc1-c1ccccc1)N(C)Cc1nc2ccccc2c(=O)[nH]1 (stereo not given)	4%
O=c1cc(CCl)nc2scc(-c3ccccc3)n12	-3%[57.5 µM]
CCOC(=O)N1CCN(Cc2cc(Cl)c3cccnc3c2O)CC1	-10%
C#CCOCCOCCOCCNc1nc(N2CCN(C(=O)[C@H](CCCCN)n3cc([C@@H](N)C(C)CC)nn3)CC2)nc(N2CCN(C(=O)[C@H](CCCCN)n3cc([C@@H](N)CC(C)C)nn3)CC2)n1 (stereo not given in full)	-9%[57.5 µM]
Nc1ncnc(Nc2c(F)cccc2F)n1	2%[57.5 µM]
CCN(CC)C(=N)/C(C#N)=N/Nc1ccc(C)cc1	6%[57.5 µM]
NC(=S)N/N=C/c1cn(CCC(=O)O)nc1-c1cccc(Br)c1	1%[57.5 µM]
COc1ccc(NC(=O)c2c[nH]n3c(=O)cc(C4CCN(C(=O)OC(C)(C)C)CC4)nc23)cc1Cl	?
COc1ccc(-n2c(C)cc(/C=N/Nc3nnc(C)n3N)c2C)cc1	-1%

# Screens (PubChem)
